GPR55 activation: GPR55 agonists via beta-arrestin recruitment, primary screen, imaging, U2OS cells, beta-arrestin-GFP redistribution (AID 1961); activation, % at 10 µM; hits with a dose series show EC50 in µM; actives 0.048% (n = 290,000); G-protein coupled receptor 55 (Homo sapiens); U2OS GPR55 beta-arrestin-GFP redistribution imaging; higher % means a stronger effect;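 active = activation above 40% with more than 50 cells counted in the well; inconclusive = wells holding fewer than 50 cells, flagged as toxic or sparse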;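 note: U2OS osteosarcoma cells stably expressing GPR55 and beta-arrestin-GFP; plate controls were DMSO negative control for no effect and LPI positive control for full effect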
NOD1 inhibition: NOD1 signaling inhibitors, primary screen, cell-based, luminescence, uHTS (AID 1578); inhibition, % at 4 µM; hits with a dose series show EC50 in µM; actives 1% (n = 290,000); NOD1-driven NF-kB luciferase reporter cells, luminescence; higher % means a stronger effect; in the data active = inhibition mostly above about 36%, no sharp cut-off; inactive = mostly below about 34%;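 note: HEK-293T reporter cells stimulated with the NOD1 agonist gamma-tri-DAP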
T cell HTS: modulators of CD8 T cell-vesicle binding, primary screen, mouse 2C CD8+ T cells, flow cytometry; 2C CD8+ T cell-vesicle binding; hits give low values; actives 0.068% (n = 330,000); AID 2052, 2009; calls only at 7 µM;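 active = response, share of CD8 T cells binding vesicles, and their 90th percentile fluorescence all below set limits, cut at about 80% in these data, passing the limit was not always enough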
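Assay system: 2C TCR transgenic mouse naive CD8+ T cells, MACS-purified | Read-out: CD8+ gate FL2 mean fluorescence as % of same-row positive control | Signal: High-throughput flow cytometry with anti-B7-1 and anti-CD8 staining | Timing: Binding step 1.5 h, 37 °C, antibody labelling 20 min, ice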
NTR1 ag: agonists of NTR1, primary screen, imaging, U2OS cells, beta-arrestin-GFP, high content (AID 493036). Neurotensin receptor type 1 (Homo sapiens), P30989. NTR1-U2OS beta-arrestin-GFP spot imaging, agonist mode. activation, % at 20 µM. actives 0.17% (n = 330,000);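 active = activation at or above 40% of the spot to cytoplasm intensity ratio, with at least 20 cells analyzed; inconclusive = wells under 20 cells, flagged as cytotoxic or low count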;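 note: 0% = DMSO without peptide and 100% = 100 nM NTR1 peptide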
Target sequence (P30989 whole entry, looked up): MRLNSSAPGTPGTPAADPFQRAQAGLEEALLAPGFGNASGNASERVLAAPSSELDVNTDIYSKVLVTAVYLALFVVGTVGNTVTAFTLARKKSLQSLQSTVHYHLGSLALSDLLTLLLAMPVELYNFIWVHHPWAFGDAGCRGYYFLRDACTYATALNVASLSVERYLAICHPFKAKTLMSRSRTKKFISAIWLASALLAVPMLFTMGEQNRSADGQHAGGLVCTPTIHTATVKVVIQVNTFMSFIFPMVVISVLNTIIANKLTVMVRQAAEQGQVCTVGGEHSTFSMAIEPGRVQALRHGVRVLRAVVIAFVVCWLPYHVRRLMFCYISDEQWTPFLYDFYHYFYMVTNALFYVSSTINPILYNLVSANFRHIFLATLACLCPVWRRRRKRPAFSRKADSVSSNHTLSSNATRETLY
KOR beta-arrestin-1: KOR agonists, beta-arrestin recruitment, primary screen, cell-based, luminescence, uHTS (AID 1777). Kappa-type opioid receptor (Homo sapiens). KOR beta-arrestin recruitment, luminescence; higher % means a stronger effect. activation, % at 10 µM; hits with a dose series show EC50 in µM. actives 0.02% (n = 280,000); in the data active = activation above about 50%, passing the limit was not always enough; note: a part of the inactive calls stands beside numbers as strong as those of hits
HEK293 NOD2/NF-kB: NOD2 signaling inhibitors, cell-based, luminescence, uHTS, HEK293 (AID 1566); HEK293 NOD2/NF-kB luciferase reporter, luminescence; higher % means a stronger effect; inhibition, % at 4 µM; hits with a dose series show EC50 in µM; actives 0.63% (n = 290,000); note: many of its hits are not listed in these tables
Myeloid diff MLP: induction of myeloid progenitor differentiation, primary screen, cell-based, flow cytometry, MLPCN library; actives 1% (n = 360,000); ER-HoxA9 myeloid progenitors, lysozyme-GFP differentiation; AID 624256, 2012; calls only at 10 µM;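 active = normalized GFP-positive differentiation at or above the plate's own cutoff, the solvent-only control mean plus 3 SD; inconclusive = no clear call, values can overlap the other calls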;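 note: cells exposed to compound for four days before flow analysis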
KOR beta-arrestin-2: KOR antagonists, beta-arrestin recruitment, cell-based, luminescence, uHTS (AID 1778). actives 0.091% (n = 290,000). KOR beta-arrestin recruitment, luminescence, antagonist mode; higher % means a stronger effect. inhibition, % at 10 µM; hits with a dose series show IC50 in µM; note: strong numbers were not always called active
GPR55 LPI antagonism: GPR55 antagonists blocking LPI-driven arrestin recruitment, primary screen, imaging, U2OS, beta-arrestin-GFP, LPI agonist (AID 2013) | actives 0.13% (n = 290,000) | U2OS GPR55 beta-arrestin-GFP translocation imaging, LPI antagonism; higher % means a stronger effect | inhibition, % at 10 µM; hits with a dose series show IC50 in µM;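 active = spots per cell inhibited over 60%, with over 100 cells counted and total cytoplasm intensity under 500,000; inconclusive = wells with under 100 cells, flagged as likely toxic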;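 note: U2OS cells stably carrying GPR55 and arrestin-GFP stimulated by 5 µM LPI near EC80; imaged beta-arrestin-GFP aggregate spots per cell after agonist stimulation; plate controls were LPI-stimulated DMSO wells for no effect and DMSO wells without LPI for full effect; some results filed as inactive read as strong as hits; confirmed hits need IC50 under 10 µM and bright autofluorescent wells are also inconclusive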
T cell HTS vesicle-bound %: also measured in T cell HTS; calls as there; double positive events, %; measured here: CD8+ vesicle-bound cell fraction;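 binding gate set so that unloaded-vesicle control wells show 10% double positive cells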
NTR1 ag cell count 20 µM: also measured in NTR1 ag; calls as there; cell count; measured here: cell count, cytotoxicity flag
Myeloid diff MLP GFP+ MAC1+ %: second read-out of Myeloid diff MLP, no call of its own (marks repeat the call); GFP+ MAC1+ double positive, %; measured here: differentiation confirmed by MAC1 staining
* hit, by the source's call; i = inactive; ? = inconclusive; / = not tested or not shown; + = active, no number; [ ] = dose if it differs, or a comment. Cut-off read from the data, not from the text of the source, unless noted: active = inhibition above about 50%; inactive = the rest.

SMILES	GPR55 activation	NOD1 inhibition	T cell HTS	T cell HTS vesicle-bound %	NTR1 ag	NTR1 ag cell count 20 µM	KOR beta-arrestin-1	HEK293 NOD2/NF-kB	Myeloid diff MLP	Myeloid diff MLP GFP+ MAC1+ %	KOR beta-arrestin-2	GPR55 LPI antagonism
COc1ccccc1CCn1cnc2c3cc(C)ccc3n(C)c2c1=O	0.1%	-4%	i	21	8.5	86	6.2%	10%	i	0.0	12%	10%
O=C(CNC(=O)c1ccc(Br)cc1)NCC(=O)OCc1ccc(Cl)cc1	-0.2%	-43%	i	30	-0.4	77	-4.0%	-6%	i	1.2	-18%	7%
O=S1(=O)CCN(Cc2cccc(Cl)c2)CC1	-0.1%	11%	i	42	-0.3	51	3.1%	-10%	i	1.2	-15%	4%
N#CCCCSC1=C(C#N)C(c2ccccc2Cl)CC(=O)N1 (stereo unspecified)	0.2%	-1%	i	36	0.7	78	0.4%	-22%	i	3.7	-5%	0%
O=C(CCSCCC(=O)Nc1c(F)c(F)c(F)c(F)c1F)Nc1c(F)c(F)c(F)c(F)c1F	-0.6%	-39%	i	34	0.0	32	-5.6%	-16%	i	0.6	-9%	2%
CCOC(=O)c1cnc(SC2CCc3ccccc3C2=O)nc1N (stereo unspecified)	-0.1%	-28%	i	7	0.2	90	0.8%	-2%	i	2.1	-5%	0%
Cc1oc2cc(Br)c(O)c(Br)c2c1C(=O)c1ccccc1	0.5%	-4%	i	46	2.7	100	0.2%	4%	i	0.6	22%	4%
CCC(C)(C)C1CCC(=NNC(=S)Nc2ccccc2)CC1 (stereo unspecified)	0.2%	-22%	i	71	3.4	50	6.3%	-33%	i	0.5	-2%	-2%
Cc1cc(S(=O)(=O)N2CCOCC2)ccc1OCC(=O)NCc1ccco1	-0.1%	-6%	i	35	-0.5	44	2.4%	-1%	i	0.3	-24%	-4%
O=C(Nc1ccc2c(c1)CCC2)c1ccc(Cl)nc1	-0.2%	-31%	i	13	0.0	44	-3.6%	-52%	i	0.0	-17%	-4%
COC(=O)C1CCN(c2ccc(C(N)=O)cc2[N+](=O)[O-])CC1	0.4%	-11%	i	50	0.4	48	-3.9%	13%	i	0.5	7%	-1%
CC(C)Cc1cc(C(=O)N2N=C(C(F)F)CC2(O)C(F)F)c2ccccc2n1 (stereo unspecified)	-0.5%	-21%	i	54	0.7	86	-3.3%	-3%	i	2.6	-8%	1%
Cn1c(=O)c(-c2cc(Br)ccc2N)nc2ccccc21	-0.1%	-33%	i	3	2.6	45	4.1%	-37%	i	0.4	-21%	2%
N/C(=N/OC(=O)c1ccc(Cl)cc1)c1ncc([N+](=O)[O-])s1	-0.1%	-9%	i	11	0.4	45	-0.8%	-6%	+	6.0*	13%	26%
O=C(Nc1ccc2c(c1)C(=O)N(C1CCCCC1)C2=O)C1CCCO1 (stereo unspecified)	-0.2%	-21%	i	6	8.0	33	-1.6%	8%	i	0.9	31%	11%
CCN(CCNC(=O)CS(=O)(=O)Cc1nc(-c2cccc(OC)c2)oc1C)c1ccccc1	-0.1%	6%	i	36	8.0	66	0.1%	-3%	i	0.6	-1%	0%
CCn1cc(Br)c(C(=O)Nc2cccc(Cl)c2)n1	-0.1%	-37%	i	8	0.9	56	-3.3%	-44%	i	1.1	-13%	11%
O=C(NC(=S)Nc1cccnc1Cl)c1ccco1	-0.4%	-41%	i	8	0.9	84	-4.7%	-7%	i	0.4	21%	5%
Cn1c(SCC(=O)Nc2cccc(F)c2)nnc1-c1cccnc1	-0.1%	-11%	i	53	14	37	-2.0%	5%	i	1.6	-3%	5%
COc1ccc(CC(=O)OCC(=O)NC(=O)NC2CCCCC2)cc1	0.3%	-10%	i	51	0.7	65	3.1%	-13%	i	1.3	-7%	4%
COc1ccc(C2CC(=O)C3=C(C2)NC(C)=C(C(=O)Nc2ccccc2C)C3c2coc3ccc(C)cc3c2=O)cc1OC (stereo unspecified)	-0.1%	37%	i	13	2.6	80	2.8%	22%	i	3.0	6%	1%
CCc1ccccc1NC(=O)/C(=C/c1ccccc1)c1ccccc1	-0.3%	10%	i	20	6.1	63	-1.6%	-13%	i	6.8	16%	29%
CC(C)(C)OC(=O)N1CCCN(C(=O)Nc2cccc(Cl)c2)CC1	-0.1%	-8%	i	57	-1.2	50	-2.6%	7%	i	0.3	-4%	-1%
CCC(=O)Nc1nc(C)c(Oc2ccccc2)c(=O)[nH]1	-0.2%	-6%	i	33	0.9	69	-7.5%	0%	?	/	4%	8%
CCOCC(=O)N1CCC(Cc2ccccc2)CC1	0.3%	-17%	i	42	-0.1	35	-1.3%	7%	i	0.5	-18%[20 µM]	-3%
CCOc1ccc(N2C(=O)S/C(=C\c3cccn3C)C2=O)cc1	-0.3%	-53%	i	50	1.3	71	18%	7%	i	0.9	10%	6%
CC(=O)c1oc2ccccc2c1NC(=O)CCCN1C(=O)c2ccccc2C1=O	0.2%	-15%	i	50	1.0	103	3.6%	17%	i	1.9	6%	10%
COC(=O)Cn1c(=NC(=O)CSCC(=O)Nc2cc(C)on2)sc2ccccc21	-0.1%	4%	i	30	5.0	69	-5.6%	20%	i	1.1	32%	8%
COc1ccc(NC2CCCN(C(=O)c3cccc(N(C)C)c3)C2)cc1 (stereo unspecified)	-0.2%	21%	/	/	-1.3	66	-2.5%	8%	i	0.0	27%	-15%
CCc1ccc(S(=O)(=O)NCc2cccnc2)cc1	0.3%	-17%	i	55	-0.4	61	-2.1%	8%	i	0.8	-6%	6%
CCOC(=O)c1cnc2ccc(Br)cc2c1NCCO	-0.4%	-8%	i	21	0.5	46	-3.2%	-21%	i	5.4	10%	-2%
CCC(=O)NC(Nc1nc2ccc(C)cc2s1)(C(=O)OC)C(F)(F)F (stereo unspecified)	0.0%	-14%	i	35	1.9	62	1.8%	12%	i	0.4	-20%	12%
Cc1ccc([N+](=O)[O-])cc1N=C(c1cccc([N+](=O)[O-])c1)N1CCOCC1	-0.1%	-9%	i	36	4.0	65	3.5%	1%	i	0.6	-16%	22%
COC(=O)C1=C(C)NC(C)=C(C(=O)OCCN(C)Cc2ccccc2)C1c1cccc([N+](=O)[O-])c1 (stereo unspecified)	7.1%	21%	i	62	7.4	53	0.1%	-2%	i	6.4	24%	66%
O=c1[nH]c2ccccc2n1CCCSCCCn1c(=O)[nH]c2ccccc21	-0.3%	41%	i	44	1.1	67	1.3%	12%	i	0.9	-28%	7%
O=C(C(=O)N1CCCc2ccccc21)c1c[nH]c2ccccc12	1.0%	3%	i	28	1.7	66	0.7%	-2%	i	1.2	-29%	10%
COc1ccccc1C(CNC(=O)c1cccc(S(=O)(=O)Nc2ccc(C)cc2)c1)N(C)C (stereo unspecified)	0.0%	-26%	i	11	0.9	61	0.4%	2%	i	1.1	-4%	2%
O=C(Nc1cc(-c2nc3ncccc3o2)ccc1Cl)c1cccs1	-0.1%	-11%	i	67	3.6	60	-0.5%	0%	i	0.5	7%	6%
Cc1cc(NC(=O)CN2CC(C)OC(C)C2)n(-c2nc3ccccc3s2)n1 (stereo unspecified)	-0.4%	7%	i	48	-4.9	98	1.0%	-6%	i	1.1	-8%	-3%
O=C(O)c1ccc2c(=O)n3c(nc2c1)/C(=C/c1cccc(Cl)c1Cl)CCCC3	-0.2%	-23%	i	44	3.9	63	0.3%	17%	i	0.3	-6%	28%
COc1ccc(-c2cc(C(=O)N/N=C/c3cccnc3)c3ccccc3n2)cc1	0.2%	-27%	i	21	2.2	62	2.7%	-20%	i	0.6	-8%	9%
Cc1cc(C(=O)NCC(c2ccco2)N(C)C)ccc1[N+](=O)[O-] (stereo unspecified)	-0.3%	-6%	i	23	1.5	48	2.3%	-8%	i	1.5	-20%	0%
Cc1cc(=O)oc2c(C)c(OCC(=O)N3CCN(c4ccccc4)CC3)ccc12	0.4%	-22%	i	16	0.2	61	-1.4%	12%	i	0.8	-32%	-3%
O=C1CC(SCc2nc3ccccc3[nH]2)C(=O)N1c1cccc(F)c1 (stereo unspecified)	0.2%	-37%	i	36	0.0	40	-1.1%	-15%	i	9.2	9%	4%
Cc1c(Cl)cccc1NC(=S)NC1CCN(Cc2ccccc2)CC1	-0.4%	-28%	i	49	1.8	41	0.9%	-36%	i	1.7	32%	4%
CC(C)(C)N=C1NN=C(c2cc3ccccc3o2)CS1	-0.3%	-38%	i	42	/	/	-2.2%	-113%	i	2.1	-33%	-2%
COc1ccc(CC(=S)NCCc2ccccc2)cc1	-0.2%	-6%	i	20	4.0	52	-4.6%	16%	i	0.8	0%[20 µM]	-8%
COc1ccc(CN2CCN(Cc3cn(C)nc3-c3ccccc3)CC2CCO)c(C)c1C (stereo unspecified)	-0.1%	-9%	i	26	-1.7	101	-6.6%	16%	i	0.4	-9%[20 µM]	13%
COc1ccc(-n2nnnc2SCC(N)=O)cc1	0.0%	-6%	i	7	-0.6	94	-3.6%	19%	i	0.4	-8%	11%

Ordered by SMILES length (largest number first): some entries from above.
SMILES	GPR55 activation	NOD1 inhibition	T cell HTS	T cell HTS vesicle-bound %	NTR1 ag	NTR1 ag cell count 20 µM	KOR beta-arrestin-1	HEK293 NOD2/NF-kB	Myeloid diff MLP	Myeloid diff MLP GFP+ MAC1+ %	KOR beta-arrestin-2	GPR55 LPI antagonism
Cc1cc(C(=O)NCC(c2ccco2)N(C)C)ccc1[N+](=O)[O-] (stereo unspecified)	-0.3%	-6%	i	23	1.5	48	2.3%	-8%	i	1.5	-20%	0%
COc1ccc(CC(=S)NCCc2ccccc2)cc1	-0.2%	-6%	i	20	4.0	52	-4.6%	16%	i	0.8	0%[20 µM]	-8%
COc1ccc(-n2nnnc2SCC(N)=O)cc1	0.0%	-6%	i	7	-0.6	94	-3.6%	19%	i	0.4	-8%	11%

Source: PubChem

A portion of the library, so the mix of outcomes need not match the whole.
